Compound activity: PubChem, Sanford-Burnham Center for Chemical Genomics
tim10-1 inh: growth inhibitors of tim10-1 mutant yeast. S. cerevisiae tim10-1 ts strain growth, BacTiter-Glo, 24 h. inhibition, % at 20 µM. hit rate 2.2% among 330,000. AID 463190;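 active = inhibition of at least 40%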;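 note: mutant grown at 25 °C; 0% = DMSO wells with yeast and 100% = wells holding no yeast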
UPR XBP1 act: adaptive UPR (XBP1) activation; CHO-XBP1 luciferase reporter, IRE1-XBP1 UPR activation, luminescence; percent of tunicamycin response, DMSO as zero; activation, % at 20 µM; hit rate 0.33% among 330,000; AID 463104;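 active = versus positive control, 20 µM dose yields 30% or more activation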;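 note: 100% = tunicamycin at 10 µg/mL and 0% = DMSO only wells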
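Signal: luciferase luminescence; Assay system: CHO-XBP1 luciferase reporter cells; Amount: one thousand reporter cells per well; Dosing: 20 µM single concentration, DMSO 1%; Benchmarks: high control tunicamycin 10 µg/mL final, low control DMSO vehicle only; Schedule: 6 h compound exposure at 37 °C, 5% CO2; Evaluation: percent activation relative to tunicamycin reference.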
tim23-1 inh: inhibits growth of tim23-1 mutant yeast | S. cerevisiae tim23-1 growth, BacTiter-Glo luminescence, 24 h | inhibition, % at 20 µM | hit rate 1.3% among 330,000 | AID 463212;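 active = growth inhibition of the mutant yeast at or above 50%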;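 note: temperature-sensitive mutant grown at 25 °C; plate controls were DMSO-treated mutant yeast for no effect and medium wells lacking yeast for full effect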
Jurkat NFkB inh: inhibitors of the PMA/ionomycin-induced NF-kB reporter in Jurkat cells | PMA/ionomycin-induced NF-kB luciferase reporter, luminescence | inhibition, % at 4 µM | hit rate 0.53% among 330,000 | AID 435003; in the data active = inhibition above about 50%
697 NFkB inh: lowers PMA/ionomycin-induced NF-kB signal in 697 B cells. 697 B-cell NF-kB luciferase reporter, 16 h. inhibition, % at 4 µM. hit rate 0.33% among 330,000; in the data active = inhibition above about 35%
Mdm2 MdmX PPI: human Mdm2/MdmX binding inhibition; SaOS-2 split-luciferase Mdm2/MdmX complementation, luminescence; hit rate 3% among 330,000; inhibition, % at 8 µM;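 active = inhibition of at least 50% at 8 µM in the primary screen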
Target sequence (O15151 whole entry, looked up): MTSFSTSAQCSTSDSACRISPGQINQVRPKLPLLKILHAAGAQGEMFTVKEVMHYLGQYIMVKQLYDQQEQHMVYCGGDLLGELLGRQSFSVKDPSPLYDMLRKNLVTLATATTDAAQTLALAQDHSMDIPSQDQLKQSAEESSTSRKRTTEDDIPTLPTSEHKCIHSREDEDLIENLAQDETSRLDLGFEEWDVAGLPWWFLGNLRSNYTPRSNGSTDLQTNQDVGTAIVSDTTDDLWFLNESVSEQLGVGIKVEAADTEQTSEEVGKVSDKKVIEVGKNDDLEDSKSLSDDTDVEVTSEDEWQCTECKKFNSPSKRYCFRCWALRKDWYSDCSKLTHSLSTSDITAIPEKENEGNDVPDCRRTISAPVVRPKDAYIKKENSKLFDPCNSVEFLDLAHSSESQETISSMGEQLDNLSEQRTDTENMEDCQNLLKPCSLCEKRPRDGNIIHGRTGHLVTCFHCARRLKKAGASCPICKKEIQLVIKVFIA
Target sequence (Q00987 whole entry, looked up): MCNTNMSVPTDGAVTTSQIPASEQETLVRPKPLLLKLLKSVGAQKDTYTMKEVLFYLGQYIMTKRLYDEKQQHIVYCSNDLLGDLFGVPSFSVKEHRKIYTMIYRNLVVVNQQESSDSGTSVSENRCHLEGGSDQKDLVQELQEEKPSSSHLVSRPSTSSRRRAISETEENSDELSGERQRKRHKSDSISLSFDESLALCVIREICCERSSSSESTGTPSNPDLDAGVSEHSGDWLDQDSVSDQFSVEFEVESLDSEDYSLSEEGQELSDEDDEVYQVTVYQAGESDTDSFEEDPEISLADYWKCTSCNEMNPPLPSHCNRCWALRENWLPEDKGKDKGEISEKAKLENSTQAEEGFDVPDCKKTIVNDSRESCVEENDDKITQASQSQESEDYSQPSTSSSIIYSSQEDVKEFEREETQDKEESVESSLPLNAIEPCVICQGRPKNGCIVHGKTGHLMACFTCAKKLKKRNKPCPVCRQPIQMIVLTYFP
TIM10 inh: TIM10 yeast growth inhibition | S. cerevisiae TIM10 strain growth, BacTiter-Glo luminescence, 24 h | inhibition, % at 10 µM | hit rate 1.4% among 330,000;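 active = inhibition of 40% or more at the single tested concentration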;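 note: wild-type TIM10 isogenic control strain grown at permissive 25 °C; 0% = DMSO yeast wells and 100% = minimal medium wells without yeast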
UPR CHOP act: apoptotic UPR (CHOP) activation; CHO-CHOP luciferase reporter, luminescence; percent of tunicamycin response over DMSO baseline; activation, % at 10 µM; AID 449763; hit rate 0.34% among 330,000;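 active = at 10 µM dose, activation of 40% or more, normalized to positive control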;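 note: 100% = tunicamycin at 10 µg/mL and 0% = DMSO alone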
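Material: CHO-CHOP cells, stable luciferase reporter of PERK-eIF2a-CHOP signalling; quantity: 500 reporter cells seeded per well; buffer or medium: F12 medium containing 10% fetal bovine serum; compound: one dose, 10 µM in 0.5% DMSO; incubation: 6 h compound treatment, 37 °C; measured by: Steady-Glo luciferase luminescence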
The depositor's hits bear a star; . = not tested or not shown.

Below each SMILES – tim10-1 inh	UPR XBP1 act	tim23-1 inh	Jurkat NFkB inh	697 NFkB inh	Mdm2 MdmX PPI	TIM10 inh	UPR CHOP act
Cc1nonc1OCC(C)(COc1nonc1C)NC(=O)c1ccccc1
    22	3	-4	7	-53	-33	-21	-0.7
CCOc1ccc(NC(=O)Cn2nnc3c(cnn3-c3ccc(F)cc3)c2=O)cc1
    1	2	11	5	-4	12	3	0.0
CCC(=O)c1ccc(OCC(=O)Nc2nc(C)cs2)cc1
    10	4	14	1	3	2	0	0.0
Cc1onc(-c2ccccc2Cl)c1C(=O)OCn1nnc2ccccc2c1=O
    18	-3	18	-6	-22	7	-2	-1.7
O=C(COC(=O)c1ccc(F)cc1Cl)NC(=O)NC1CCCC1
    11	0	39	-3	11	-19	26	1.2
Cc1cc(C(=O)N/N=C/c2sccc2C)no1
    -4	4	-13	1	-21	2	2	5.5
O=C(CN1C(=O)CSC1=O)N1CCCC(Nc2ccc(F)cc2)C1 (stereo unspecified)
    23	-4	9	5	-15	5	2	-0.7
CC(C)c1c(O)nc(SCc2ccccc2)[nH]c1=O
    11	-2	12	-3	1	20	-8	-0.1
CC(=O)N(Cc1ccccc1)c1nc(-c2ccccc2)cs1
    -31	-4	-6	3	-8	6	-29	0.8
O=C1c2ccccc2C(=O)N1CCc1csc(-c2cccc(F)c2)n1
    24	0	33	-4	10	-4	13	0.8

Complete entries as entered above:
Listed for CCC(=O)c1ccc(OCC(=O)Nc2nc(C)cs2)cc1 = tim10-1 inh = 10; UPR XBP1 act = 4; tim23-1 inh = 14; Jurkat NFkB inh = 1; 697 NFkB inh = 3; Mdm2 MdmX PPI = 2; TIM10 inh = 0; UPR CHOP act = 0.0
Listed for CC(=O)N(Cc1ccccc1)c1nc(-c2ccccc2)cs1 = tim10-1 inh = -31; UPR XBP1 act = -4; tim23-1 inh = -6; Jurkat NFkB inh = 3; 697 NFkB inh = -8; Mdm2 MdmX PPI = 6; TIM10 inh = -29; UPR CHOP act = 0.8

Arranged by value in Mdm2 MdmX PPI (ascending): some entries from above
smiles,UPR XBP1 act,Jurkat NFkB inh,697 NFkB inh,Mdm2 MdmX PPI
Cc1nonc1OCC(C)(COc1nonc1C)NC(=O)c1ccccc1,3,7,-53,-33
O=C(COC(=O)c1ccc(F)cc1Cl)NC(=O)NC1CCCC1,0,-3,11,-19
CCC(=O)c1ccc(OCC(=O)Nc2nc(C)cs2)cc1,4,1,3,2
O=C(CN1C(=O)CSC1=O)N1CCCC(Nc2ccc(F)cc2)C1 (stereo unspecified),-4,5,-15,5
CC(C)c1c(O)nc(SCc2ccccc2)[nH]c1=O,-2,-3,1,20

The list continues:
Below each SMILES – tim10-1 inh	UPR XBP1 act	tim23-1 inh	Jurkat NFkB inh	697 NFkB inh	Mdm2 MdmX PPI	TIM10 inh	UPR CHOP act
Cc1ccccc1-c1nc2ccccc2c(=O)n1C1CCS(=O)(=O)C1 (stereo unspecified)
    12	2	9	12	9	-23	17	-2.2
Cc1ccc(O)c(C(=O)c2cc(C#N)c(=O)n(-c3nccs3)c2)c1
    33	-1	18	5	5	55*	24	-0.2
C/C(N)=C(/C#N)C(=O)CSc1nnc(-c2ccccc2)n1C
    -13	-1	-14	3	14	-26	-22	1.7
CN(C)S(=O)(=O)c1cccc(NC(=S)Nc2ccc(Cl)cc2Cl)c1
    23	0	15	-4	17	4	16	-2.4
OCCC1CN(Cc2cccn2-c2nccs2)CCN1Cc1ccc(F)c(F)c1 (stereo unspecified)
    13	-2	16	-19	-7	-2	-3	-1.1
Cc1c(Cl)c(-c2n[nH]c(=S)n2-c2ccc(F)cc2)nn1C
    19	0	12	8	-17	-33	7	0.3
O=C(COC(=O)Cn1cnc2ccccc21)NCCCc1ccccc1
    -13	-2	6	0	5	11	6	-0.8
O=C(Nc1ccc(OC(F)(F)F)cc1)C1=NCCN1
    11	-5	-6	-57	-85	-19	12	4.2
COc1ccc(NCc2nnc(SCC(=O)Nc3cccc(C)c3)o2)cc1
    8	1	0	11	2	32	3	0.8
Cc1ccc(C(=O)N2CCN(c3ccc(F)cc3)CC2)cc1S(=O)(=O)N1CCCCC1
    17	-5	30	30	-55	12	7	0.0
CCCN(CC1CC1)C(=S)NC(=O)c1cc(Br)ccc1Cl
    60*	-3	57*	-9	4	11	52*	-1.8
Cn1cc(Br)c(C(=O)Nc2c(F)c(F)c(F)c(F)c2F)n1
    2	-2	11	0	9	4	15	-1.7
NC(=O)c1ccc(NC(=O)COC(=O)CCCc2c[nH]c3ccccc23)cc1
    -16	0	-2	5	10	13	-3	1.4
C/C(CC(=O)Nc1cccc(Br)c1)=N\NC(=O)c1ccc(O)cc1O
    35	-8	26	-26	1	-47	3	0.8
O=C(NCCc1ccccc1)c1ccc(OCCOc2ccccc2)cc1
    16	2	13	-19	3	-12	4	-0.8
COc1cccc(CN2CCC(n3nccc3NC(=O)C3CC3)CC2)c1
    -11	-6	-13	2	0	25	2	1.4
COc1ccccc1C(C(=O)NC1CCCCC1)N(C(=O)c1csnn1)C1CC1 (stereo unspecified)
    20	-4	21	-18	-1	-3	-5	1.7
c1ccc2c(Nc3nncs3)c3ccccc3nc2c1
    -4	6	-14	-11	-23	17	-6	-1.2
CN(CCC#N)c1ncnc2scc(-c3ccccc3)c12
    32	3	39	0	-9	21	14	0.6
CC(=O)c1c(COC(=O)c2ccco2)nc2ccccc2[n+]1[O-]
    16	-2	16	2	4	-19	9	-0.4

2 neighbouring compounds already listed, quoted:
Below each SMILES – tim10-1 inh	UPR XBP1 act	tim23-1 inh	Jurkat NFkB inh	697 NFkB inh	Mdm2 MdmX PPI	TIM10 inh	UPR CHOP act
c1ccc2c(Nc3nncs3)c3ccccc3nc2c1
    -4	6	-14	-11	-23	17	-6	-1.2
CN(CCC#N)c1ncnc2scc(-c3ccccc3)c12
    32	3	39	0	-9	21	14	0.6

New compounds follow:
Below each SMILES – tim10-1 inh	UPR XBP1 act	tim23-1 inh	Jurkat NFkB inh	697 NFkB inh	Mdm2 MdmX PPI	TIM10 inh	UPR CHOP act
COc1cccc(NC(=O)c2nnn(CCc3ccccc3)c2N)c1
    2	2	20	-33	-35	-17	9	0.7
CC(=O)Nc1cccc([N+](=O)[O-])c1
    10	4	14	10	-5	3	2	0.5
CN1CCN(NC(=O)CN(C)S(=O)(=O)c2cc(Cl)ccc2Cl)CC1
    13	-2	16	-12	11	0	5	-1.8
Cc1cc(C(=O)NC2CCCN(Cc3ccccc3F)C2)n[nH]1 (stereo unspecified)
    1	-4	3	-6	-4	-1	5	0.4
COc1ccc(C2=NN(C(=O)CSc3ncccn3)C(c3cccc(OC)c3OC)C2)cc1 (stereo unspecified)
    14	-2	11	0	4	22	19	0.2
CCCCN(CCCNc1ncnc2nc[nH]c12)c1ccccc1
    30	0	21	15	-3	6	16	-2.3
COc1ccc2sc(C)[n+](C)c2c1
    7	-3	1	-1	3	6	21	-0.5
CCOC(=O)C1=C(COC(=O)CCC(=O)c2ccc(C)cc2)NC(=O)NC1C (stereo unspecified)
    5	2	7	13	6	5	8	-1.4
Cc1ccc(C(=O)NC(C(=O)Nc2cccc(S(N)(=O)=O)c2)C(C)C)cc1 (stereo unspecified)
    4	-3	7	0	21	14	3	-0.7
CCOC(=O)C1=C(C)c2ccccc2N(C(=O)OC)C1(C)C(=O)OCC (stereo unspecified)
    12	4	44	.	12	10	3	0.6
Cc1cc(C)n(C(=O)c2cc([N+](=O)[O-])cc([N+](=O)[O-])c2)n1
    4	-4	18	12	-27	13	8	2.2
Cc1cccc(NC(=O)c2ccc(OCC3CCCO3)cc2)c1C (stereo unspecified)
    18	2	8	-36	-21	-15	14	3.5
O=c1cc(CN2CCC3(CC2)OCCO3)c2c(ccc3ccccc32)o1
    30	0	27	-4	3	-14	21	-0.4
COc1ccc(S(=O)(=O)Nc2ccc(-n3cnnn3)cc2)cc1[N+](=O)[O-]
    -7	-1	-10	5	15	24	-13	-0.8
Fc1ccc(NC(=S)Nc2ccccc2N2CCOCC2)cc1Cl
    44*	-3	32	2	-8	15	9	-1.2
CCOc1ccc(C(CC(=O)O)NC(=O)C(Sc2ccccc2)c2ccccc2)cc1 (stereo unspecified)
    -7	-1	2	20	2	15	12	-1.0
C=CCN1CC2(c3ccccc3)CN(CC=C)CC(c3ccccc3)(C1)C2=O
    15	-4	5	4	-18	-21	17	-0.7
CC(C)CCn1nnnc1C(C(C)C)N1CCC(C(N)=O)CC1 (stereo unspecified)
    13	4	6	2	2	41	4	-2.1
O=C(CNC(c1ccccc1)c1ccccc1)Nc1cc([N+](=O)[O-])ccc1Cl
    12	-1	21	2	-11	10	15	-0.5
Cc1ccc(S(=O)(=O)Nc2cc(C(=O)NCCN3CCCC3)ccc2N2CCCCC2)cc1
    10	5	17	-12	-2	22	-8	-1.3
CCOc1cccc(CN2CCCC(N3CCc4ccccc4C3)C2)c1O (stereo unspecified)
    3	-5	11	12	11	16	-7	4.2
CC(C)CC(=O)Nc1ccc2oc(-c3cccnc3)nc2c1
    -6	7	5	-43	-55	1	-1	3.8
O=C(NNS(=O)(=O)c1ccccc1F)c1cccc(S(=O)(=O)N2CCOCC2)c1
    9	-1	8	-7	5	3	-6	0.8
COc1ccccc1NC(=O)CN1CCN(C2c3ccccc3-c3ccccc32)CC1
    24	-5	2	15	-7	38	10	-2.4
CCc1ccc(NC(=S)N(CCN(C)C)C(C)c2ccncc2)cc1 (stereo unspecified)
    21	-1	15	-9	9	16	11	1.0
CN(C)c1ccc(C(=O)N2CCCC(N3CCN(Cc4ccc5c(c4)OCO5)CC3)C2)cc1 (stereo unspecified)
    -30	1	-3	-1	9	0	-14	1.8
O=c1cccc(-c2ccccc2)[nH]1
    8	0	4	0	12	17	-13	4.2
CCC1(c2ccccc2)C(=O)NCNC1=O
    -11	-4	-1	1	-20	-22	8	0.3
O=C(c1ccc(-c2ccccc2)cc1)N1CCN(c2ncccn2)CC1
    43*	-2	31	-1	-1	8	30	-0.6
CCCn1c(Nc2nc3ccccc3n2C)nc2ccccc21
    31	55*	10	15	-5	90*	8	0.7
CC(OC(=O)c1ccccc1CCc1ccccc1)C(N)=O (stereo unspecified)
    22	2	30	-2	-7	8	-6	-0.5
C=CCOc1c(Br)cc(CNc2ccc(NC(=O)C(C)C)cc2)cc1OCC
    15	-3	16	3	-2	19	-4	-1.6
CCCCN1C(=O)/C(=C2/C=CC=CN2C)SC1=S
    0	0	6	-12	-5	-6	2	0.1
c1ccc(NC(=NCc2ccco2)c2ccccc2)cc1
    0	0	16	9	1	-20	20	-3.5
CCCCC(=O)OCC(=O)c1cc(C)n(-c2c(C)n(C)n(-c3ccccc3)c2=O)c1C
    7	1	-2	6	23	11	8	-1.7
